Mac1 fbg inh – CD11b/CD18-fibrinogen binding inhibition; K562 CD11b/CD18 adhesion to fibrinogen, ATPlite luminescence; Mn2+ added to activate the integrin; inhibition, % at 10 µM; 93,000 compounds, 0.54% hits;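 active means primary inhibition of 50% or more at 10 µM, then 40% or more on retest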; further: some results filed as inactive read as strong as hits
Pyk2 oligo antag – antagonists of human Pyk2 oligomerization; Q14289; Q293 cells, Pyk2 FERM NanoBiT luminescence; active compounds read low; z-score (the deposit names both 25 µM and 10 µM); 99,000 compounds, 0.83% hits; AID 1347419;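 active means Z-score of -3 or lower, scaled per plate to the spread of control and sample wells; inactive means z-score above -3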;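 further: negative z-score means lost luminescence so less FERM oligomerization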
Mac1 fbg enh – CD11b/CD18-fibrinogen binding enhancement; P05107+P11215; K562 CD11b/CD18 adhesion to fibrinogen, ATPlite luminescence; activation, % at 10 µM; 93,000 compounds, 0.07% hits; AID 1499;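 active means 10 µM primary screen giving 50% or more activity, confirmed by 40% or more on retest at that dose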; further: strong numbers were not always called active; reference of the scale not given here
* hit, by the source's call. This is a subset; the hit share may differ from the screen's.

What do the screens show for `O=C(Cn1cnc2ccccc21)N/N=C/c1ccccc1[N+](=O)[O-]`?
Mac1 fbg inh: 5; Pyk2 oligo antag: 0.94; Mac1 fbg enh: 5

How did CCOc1cc(/C=N/NC(=O)CSc2nncn2C)ccc1OCc1cccc(C)c1 do in these assays?
Mac1 fbg inh: 22; Pyk2 oligo antag: 2.2; Mac1 fbg enh: 10

Results for COc1cccc(/C=N/NC(=O)C(=O)NCc2cccnc2)c1O ?
Mac1 fbg inh: -9; Pyk2 oligo antag: -0.05; Mac1 fbg enh: 2

How did COc1cc(/C=N/NC(=S)Nc2cccc(Cl)c2C)ccc1OCC(=O)N1CC(C)OC(C)C1 (centres undefined) do in these assays?
Mac1 fbg inh: 30; Pyk2 oligo antag: -1.4; Mac1 fbg enh: 9

How did CC(C)=NNC(=O)CN1C(=O)NC2NC(=O)NC21 (centres undefined) do in these assays?
Mac1 fbg inh: -6; Pyk2 oligo antag: 1; Mac1 fbg enh: 3

What do the screens show for `CC1=NN(C(=O)c2csc(C)c2C)C(O)(C(F)(F)F)C1` (centres undefined)?
Mac1 fbg inh: 25; Pyk2 oligo antag: -0.74; Mac1 fbg enh: 0

How did Cc1cc(C)n(CCc2nc(-c3ccc(C(C)(C)C)cc3)cs2)n1 do in these assays?
Mac1 fbg inh: 84; Pyk2 oligo antag: 0.25; Mac1 fbg enh: -1

Results for Brc1ccc(-n2c(SCc3nc4ccccc4[nH]3)nnc2-c2ccncc2)cc1 ?
Mac1 fbg inh: 3; Pyk2 oligo antag: -0.58; Mac1 fbg enh: 2

Results for O=C(COC(=O)c1c(Cl)cccc1Cl)Nc1ccccc1Br ?
Mac1 fbg inh: 8; Pyk2 oligo antag: -2.4; Mac1 fbg enh: 8

What do the screens show for `Cc1ccc(Nc2nnc(SC/C(O)=C(\C#N)c3nc4ccccc4[nH]3)s2)c(C)c1`?
Mac1 fbg inh: 13; Pyk2 oligo antag: -1.3; Mac1 fbg enh: 56

How did Cc1c(/C=N\NC(=O)C2COc3ccc(C(C)(C)C)cc3O2)c2ccccc2n1C (centres undefined) do in these assays?
Mac1 fbg inh: 11; Pyk2 oligo antag: 0.03; Mac1 fbg enh: 47

Results for CC1CCC(C(C)C)C(OC(=O)Cn2c(-c3ccccc3)[n+](C)c3ccccc32)C1 (centres undefined) ?
Mac1 fbg inh: 99*; Pyk2 oligo antag: -1.6; Mac1 fbg enh: -7

Of the compounds above, these contain an aryl thioether with sulfur outside any ring.
How did CCOc1cc(/C=N/NC(=O)CSc2nncn2C)ccc1OCc1cccc(C)c1 do in these assays?
Mac1 fbg inh: 22; Pyk2 oligo antag: 2.2; Mac1 fbg enh: 10

Results for Brc1ccc(-n2c(SCc3nc4ccccc4[nH]3)nnc2-c2ccncc2)cc1 ?
Mac1 fbg inh: 3; Pyk2 oligo antag: -0.58; Mac1 fbg enh: 2

What do the screens show for `Cc1ccc(Nc2nnc(SC/C(O)=C(\C#N)c3nc4ccccc4[nH]3)s2)c(C)c1`?
Mac1 fbg inh: 13; Pyk2 oligo antag: -1.3; Mac1 fbg enh: 56

Two records picked at random from those above:
How did CCOc1cc(/C=N/NC(=O)CSc2nncn2C)ccc1OCc1cccc(C)c1 do in these assays?
Mac1 fbg inh: 22; Pyk2 oligo antag: 2.2; Mac1 fbg enh: 10

What do the screens show for `O=C(Cn1cnc2ccccc21)N/N=C/c1ccccc1[N+](=O)[O-]`?
Mac1 fbg inh: 5; Pyk2 oligo antag: 0.94; Mac1 fbg enh: 5

Source: PubChem
